High-throughput results from PubChem.
STAT1 activator: activators of IFN-gamma induced STAT1 signaling | NIH 3T3 STAT1-luciferase reporter, luminescence; 100% = IFN-gamma alone, no compound | activation (% of control), % at 5.5 µM | 200,000 tested, 2.6% active | AID 932;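 active = activation above the screen-wide mean activation plus 3 SD, cut at about 130% in these data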;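 note: raw ratio to IFN-gamma control signal so 100% means no change and 0% no light; values of inactives mirror those of a sister screen read the other way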
NF-kB neuron act: raises NF-kB expression in human neuronal cells. NF-kB reporter expression; hits give high values. 190,000 tested, 1.6% active. fold change at 12.5 µM; in the data active = fold change above about 3.3
DTT redox prof: compounds producing H2O2 with reducing agent – biochemical, NIH compound library profiling, artefact control for MLSCN library redox annotation, primary screen; DTT-dependent redox cycling H2O2, phenol red/HRP absorbance; 100% = 100 µM peroxide control, 0% = buffer; activation, % at 10 µM; 200,000 tested, 0.03% active;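 active = activation of at least 50% relative to the plate's high and low controls in the primary single-dose screen; inactive = activation below 50%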;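 note: compound incubated with DTT at 0.8 mM final as the reducing agent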
TLR4 MyD88 comp: TLR4-MyD88 interaction inhibition in cells. O00206+Q99836. HeLa CL3-4 TLR4/MyD88 BLA complementation, FRET ratio. inhibition, % at 8.4 µM. 200,000 tested, 0.18% active. AID 861; in the data active = inhibition above about 25%;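 note: 0% = vehicle and 100% = reference inhibitor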
Target sequence (O00206 whole entry, looked up): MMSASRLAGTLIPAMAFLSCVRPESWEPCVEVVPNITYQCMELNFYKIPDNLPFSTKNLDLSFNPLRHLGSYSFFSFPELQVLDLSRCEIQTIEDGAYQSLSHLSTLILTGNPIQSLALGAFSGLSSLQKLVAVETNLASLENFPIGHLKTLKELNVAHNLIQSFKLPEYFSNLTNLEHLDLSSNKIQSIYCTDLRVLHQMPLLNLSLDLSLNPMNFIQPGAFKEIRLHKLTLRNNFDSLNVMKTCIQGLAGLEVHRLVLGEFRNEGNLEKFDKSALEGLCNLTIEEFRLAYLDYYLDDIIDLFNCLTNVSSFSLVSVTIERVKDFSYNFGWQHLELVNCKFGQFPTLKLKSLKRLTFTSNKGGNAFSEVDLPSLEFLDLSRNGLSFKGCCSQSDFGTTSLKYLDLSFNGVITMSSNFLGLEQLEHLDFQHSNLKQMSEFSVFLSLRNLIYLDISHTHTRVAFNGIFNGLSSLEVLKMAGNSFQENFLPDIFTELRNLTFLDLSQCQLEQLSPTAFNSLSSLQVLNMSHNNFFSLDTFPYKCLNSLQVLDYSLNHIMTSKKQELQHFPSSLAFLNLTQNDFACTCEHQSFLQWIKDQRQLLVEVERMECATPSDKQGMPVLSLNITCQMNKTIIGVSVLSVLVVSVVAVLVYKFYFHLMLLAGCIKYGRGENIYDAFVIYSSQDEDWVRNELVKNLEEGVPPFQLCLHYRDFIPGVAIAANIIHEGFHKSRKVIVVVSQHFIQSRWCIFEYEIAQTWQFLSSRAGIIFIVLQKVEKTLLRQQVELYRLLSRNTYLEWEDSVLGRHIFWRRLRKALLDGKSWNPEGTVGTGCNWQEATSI
Target sequence (Q99836 whole entry, looked up): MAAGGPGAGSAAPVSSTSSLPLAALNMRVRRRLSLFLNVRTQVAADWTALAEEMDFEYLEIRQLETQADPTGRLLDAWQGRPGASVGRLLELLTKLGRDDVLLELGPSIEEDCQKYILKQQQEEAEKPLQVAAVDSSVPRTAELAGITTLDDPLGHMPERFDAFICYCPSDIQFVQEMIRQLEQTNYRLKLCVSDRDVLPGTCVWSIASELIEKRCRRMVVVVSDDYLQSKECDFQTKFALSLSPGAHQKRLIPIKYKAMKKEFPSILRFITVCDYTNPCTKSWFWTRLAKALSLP
HMGR II inh: inhibitors of class II HMG-CoA reductase from Enterococcus faecalis; purified E. faecalis HMGR, NADPH absorbance 340 nm kinetic; inhibition, % at 10 µM; 190,000 tested, 0.41% active; AID 1066;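 active = inhibition above a set limit, the median over all tested compounds plus 3 SD, cut at about 9.5% in these data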;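 note: enzyme runs in reverse so mevalonate oxidation gives rising NADPH absorbance; 0% = complete reaction with DMSO and 100% = background rate lacking mevalonate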
APP 5'UTR act: activates APP 5'UTR luciferase reporter. SH-SY5Y APP 5'UTR luciferase reporter, luminescence; zero percent = DMSO vehicle wells. activation, % at 2 µM. 190,000 tested, 1% active. AID 1276;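 active = activation above a set limit, based on mean plus 3 SD of controls, cut at about 140% in these data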; note: values of inactives mirror those of a sister screen read the other way
STAT1 inh: STAT1 signaling inhibition; NIH 3T3 STAT1-luciferase reporter, IFN-gamma, luminescence; 200,000 tested, 0.35% active; AID 920; inhibition, % at 5.5 µM;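 active = inhibition above a set limit, the mean inhibition across all tested compounds plus 3 SD, cut at about 34% in these data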;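 note: 0% = IFN-gamma with DMSO and 100% = IFN-gamma with 300 µM nifuroxazide; values of inactives mirror those of a sister screen read the other way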
STAT3 act: increases IL-6 driven STAT3 reporter signal; activation (% of control), % at 5.6 µM; U3A cells, IL-6 STAT3-luciferase reporter, luminescence; 100% = signal with IL-6 EC80 alone; 190,000 tested, 0.91% active;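 active = activation above the screen-wide mean of compound activation plus 3 SD, cut at about 130% in these data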;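 note: 0% = background luminescence of wells with medium and substrate only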
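Test system: human U3A cells carrying STAT3-luciferase construct; control set: IL-6-only wells as 100% reference; timing: compound pre-incubation 1 h before IL-6, then 6 h stimulation at 37 °C; also added: IL-6 stimulus at 33 ng/mL final; evaluation: % activation versus median of IL-6-stimulated wells; detection: reporter luminescence signal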
Hsp70 activator: switches on Hsp70 transcription | 200,000 tested, 0.04% active | activation, % at 10 µM | AID 1203 | HeLa Hsp70 promoter luciferase reporter, luminescence; scaled: vehicle 0, proteasome-inhibitor control 100%;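 active = activation above the mean across all tested compounds plus 3 SD, cutoff set per campaign, cut at about 5.5% in these data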;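 note: 100% = MG132 at 30 µM as the positive control and 0% = DMSO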
STAT3 blocker: STAT3 signaling inhibition | U3A cells, IL-6 STAT3-luciferase reporter, luminescence; host cell line lacks STAT1 | inhibition, % at 5.5 µM | 190,000 tested, 0.89% active;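 active = inhibition above the mean inhibition across all screened compounds plus 3 SD, cut at about 44% in these data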;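 note: 0% = DMSO only wells and 100% = 100 µM nifuroxazide control wells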
* = called active by the depositor; nt = not tested or not shown.

SMILES	STAT1 activator	NF-kB neuron act	DTT redox prof	TLR4 MyD88 comp	HMGR II inh	APP 5'UTR act	STAT1 inh	STAT3 act	Hsp70 activator	STAT3 blocker
CC1(C)CC(=O)C(C=NCCc2ccccn2)=C(O)C1	112	0.89	1.3	-15	4	-7	-13	105	-0.5	-2
CSc1n[nH]c(NC(C)=O)n1	100	1.4	1.6	-12	1	22	3	101	-0.2	8
CCC(C)C(NS(=O)(=O)c1ccc(C)cc1)C(=O)Oc1ccc2c3c(c(=O)oc2c1)CCC3 (configuration not stated)	97	0.95	-3.4	15	-14	-5	3	103	-0.2	4
Cc1ccc(C(=O)N(CC(=O)NC2CCCC2)c2ccccc2C)s1	99	1	-1.7	6	-3	-6	0	99	0.1	8
CCCCC(=O)c1c(O)c2ccccc2oc1=O	98	1.2	0.3	2	-2	29	2	103	-0.2	0
CCOC(=O)C1CCN(C(=O)c2ccc(Cl)c(Cl)c2)CC1	102	1.1	3.1	-11	0	13	-2	95	-0.1	9
Cc1cccc(C2=N/C(=C/c3cccs3)C(=O)O2)c1	99	1.6	-0.8	0	4	14	0	90	0.0	15
CC1CCc2nc(/C(C#N)=C/c3cccnc3)sc2C1 (configuration not stated)	220*	2.1	-0.4	4	0	168*	-135	103	0.5	-2
CCNC(=O)NC(=O)C(C)OC(=O)c1cccnc1SC (configuration not stated)	98	nt	-0.2	-3	nt	7	3	96	-0.2	12
CC1=C(C(=O)Nc2ccc(C)cc2C)C(c2ccc(C)o2)NC(=O)N1 (configuration not stated)	89	0.97	0.5	-10	-2	-12	12	99	0.1	6
COc1ccc(-c2cc3nc(C4CCN(C(=O)OC(C)(C)C)CC4)c(C(=O)O)cn3n2)cc1	103	0.76	0.0	-1	-6	15	-3	102	-0.1	-1
C#CCNC(=O)C1CCN(c2ccc(S(=O)(=O)N3CCOCC3)cc2Cl)CC1	100	1.3	-0.1	3	-1	0	-1	105	-0.2	-4
N#CCCn1cc(C(CC(=O)c2ccccc2)C(=O)O)c2ccccc21 (configuration not stated)	97	1.5	2.1	2	-7	27	4	103	-0.2	0
CN1C(=O)C(CC(=O)NC2CCCCC2)N(C)C1=O (configuration not stated)	97	1.1	-10	7	-5	-4	1	95	0.1	10
Clc1cccc(CSc2nnc(-c3cccnc3)n2Cc2ccco2)c1	99	1.1	1.7	0	-2	-2	1	96	-0.6	9
O=C(N/N=C/c1ccccc1)NC1CCCCC1	114	1.5	0.3	-2	3	22	-16	101	-0.1	1
CS(=O)(=O)N1Cc2ccccc2CC1C(=O)O (configuration not stated)	103	0.95	-0.3	-7	-1	-6	-5	102	-0.4	-1
CCOc1ccc(/C=N/NC(=O)c2csc(C)c2C)c(OCC)c1	94	1.5	-0.6	0	-5	-4	7	95	-0.1	10
CCOC(=O)N1CCN(C2=NC3(CCCCC3)C(C#N)C(=O)N2)CC1 (configuration not stated)	100	1	0.1	-6	2	16	0	103	-0.2	1
CCC(/C=N/NC(=O)C(=O)N/N=C/C(CC)CC)CC	100	1.4	0.2	6	0	0	0	101	-0.1	0
O=c1cc(CO)oc(C(Nc2ccccn2)c2cccc(F)c2)c1O (configuration not stated)	104	1.2	-1.2	5	-10	-4	-4	100	0.0	8
CN(Cc1ccccc1)S(=O)(=O)c1cccs1	110	1	0.6	8	-4	10	-11	102	-0.3	-1
Cn1ncc(Cl)c1C(=O)N/N=C/c1cc2c(cc1[N+](=O)[O-])OCO2	102	1.2	-1.3	16	-4	-5	-4	105	-0.1	-4
N#CCCN(Cc1cccnc1)C(=S)Nc1ccccc1Cl	95	0.98	0.0	-5	-4	-16	7	104	-0.3	0
O=c1c2ccccc2nc(N/N=C/c2ccc(O)cc2)n1O	78	1.8	-4.7	-11	2	35	24	56	-0.4	52*

More structures.
SMILES	STAT1 activator	NF-kB neuron act	DTT redox prof	TLR4 MyD88 comp	HMGR II inh	APP 5'UTR act	STAT1 inh	STAT3 act	Hsp70 activator	STAT3 blocker
CCOC(=O)CCCCC(=O)c1[nH]c(=O)[nH]c1CN1CCOCC1	101	1	0.2	1	-3	-18	-2	100	-0.2	6
O=C(c1ccc(-n2cccc2)cc1)N1CCCCC1	109	1	-1.8	-7	-2	7	-11	87	0.4	22
O=S(=O)(NCCc1ccncc1)c1ccc(S(=O)(=O)N2CCCCCC2)cc1	95	1	1.5	0	-2	19	5	101	0.6	9
COc1ccc(Cc2nnc(NC(=O)C3CCCO3)s2)cc1 (configuration not stated)	102	1.2	1.9	12	-3	10	-2	102	-0.4	4
CC(=O)NC(Nc1c(C)n(C)n(-c2ccccc2)c1=O)C(Cl)(Cl)Cl (configuration not stated)	94	nt	-1.2	-6	0	9	5	101	-0.2	4
CCN1C(=O)/C(=C\N2CCCc3ccccc32)SC1=S	100	1.1	0.1	-12	-5	6	0	85	-0.2	19
COc1ccc(Br)cc1C(=O)Nc1cccc(NC(=O)c2ccco2)c1	94	0.3	1.0	2	1	-24	6	82	-0.2	24
O=C(COc1ccc([N+](=O)[O-])cc1)NNC(=S)NC(=O)c1ccc(Br)cc1	102	1.4	-0.1	4	-2	3	-3	102	-0.1	5
O=C(O)c1ccccc1Cc1nc2cc(Cl)ccc2c(=O)[nH]1	101	nt	-0.8	-3	4	16	-1	101	-0.1	5
C/C(=N\Nc1cccc(C(=O)O)c1)c1ccc(Cl)s1	135*	2.1	0.3	0	-3	86	-37	98	0.0	8
COC(=O)c1cc2c(ccn2-c2ccc(F)cc2)n1C(C)C	99	1.9	-3.9	-15	-3	-17	1	87	-0.4	19
Cc1[nH]c2ccccc2c1N=Nc1ccccc1C(=O)O	93	0.92	-0.4	-5	-4	5	8	135*	-0.2	-42
O=C(Cc1ccccc1[N+](=O)[O-])NCCC1=CCCCC1	100	1.1	-0.4	4	-3	14	-1	108	-0.2	-1
N#CC1=C(N)C(C#N)(C#N)[C@H](c2cccnc2)[C@H]2CN(C(=O)OCc3ccccc3)CC=C12	92	1.2	0.3	2	-4	-7	8	107	-0.1	1
CC1Cc2cc(C(=O)O)ccc2O1 (configuration not stated)	102	1	-3.2	-1	-2	-6	-3	104	-0.2	1
Clc1ccccc1SCc1nc2ccccc2[nH]1	117	1.5	-2.0	6	1	42	-17	88	-0.3	22
CCOc1ccccc1C1C(C(=O)Nc2ccc(OC)cc2)=C(C)Nc2nc(CCCO)nn21 (configuration not stated)	102	1.1	-0.7	-1	-4	9	-2	107	-0.3	-3
CCN(CC)S(=O)(=O)c1ccc(C(=O)NCc2cccs2)cc1	92	1	-1.2	-4	-7	2	9	105	-0.2	0
COc1ccc(Cl)cc1N(CC(=O)NCC(C)C)S(=O)(=O)c1ccc(C)c([N+](=O)[O-])c1	104	1.2	0.5	10	3	nt	-4	100	-0.2	0
COc1ccc(NC(=O)CSc2nnc(-c3cccnc3)n2Cc2ccco2)c(OC)c1	95	0.95	-0.5	-2	0	-1	4	104	-0.5	0
COc1ccc(CCC(=O)Nc2cccc(S(=O)(=O)N(C)C)c2)cc1OC	96	0.89	-0.1	-11	-4	-4	5	97	-0.3	2
O=C(CCN1CCCCC1)NNC(=S)NC(=O)c1ccc(Br)cc1	102	1.4	0.0	-4	-3	-9	-2	101	-0.5	5
CC(=O)OC(C)(C)C#CCN1CCCC1	97	1.1	0.1	-18	-2	5	4	102	-0.1	3
Cc1cc(N2C(=O)C3C4CC(C(Br)C4Br)C3C2=O)no1 (configuration not stated)	106	1.2	-0.2	5	-3	-6	-7	96	1.3	7
O=C(CSc1nc2ccccc2s1)NCCOc1ccccc1	102	1.3	3.1	-2	1	-12	-2	110	-0.2	-14

Sorted by value in NF-kB neuron act (falling): 4 from the list above.
Compound	NF-kB neuron act
O=C(CSc1nc2ccccc2s1)NCCOc1ccccc1	1.3
Clc1cccc(CSc2nnc(-c3cccnc3)n2Cc2ccco2)c1	1.1
CC1=C(C(=O)Nc2ccc(C)cc2C)C(c2ccc(C)o2)NC(=O)N1 (configuration not stated)	0.97
CC1(C)CC(=O)C(C=NCCc2ccccn2)=C(O)C1	0.89

Next part
SMILES	STAT1 activator	NF-kB neuron act	DTT redox prof	TLR4 MyD88 comp	HMGR II inh	APP 5'UTR act	STAT1 inh	STAT3 act	Hsp70 activator	STAT3 blocker
CCOc1ccc(N(CC(=O)NC(C)(C)C)C(=O)c2ccco2)cc1	101	0.95	2.3	-12	3	-12	-1	107	-0.3	-2
Cn1nnnc1NCc1cccc(Cl)c1Cl	96	0.86	-0.7	-3	-4	8	4	97	0.6	10
O=C(NNC1=NCCC1)c1cccc(S(=O)(=O)N2CCCC2)c1	107	0.92	-0.1	0	-6	25	-7	100	-0.2	0
Cc1ccc(NC(=O)Cn2c(=O)c(C)nc3ccccc32)cc1	100	1.1	-0.6	-6	-8	1	0	93	0.0	16
CCC(C)NC(=O)CC(c1ccc(OC)cc1)n1cccc1 (configuration not stated)	101	0.95	-0.1	-19	0	-3	-1	112	0.7	-13
COC(=O)c1ccc2c(=O)n(Cc3ccco3)c(SCC(=O)Nc3ccccc3Cl)nc2c1	101	1.1	1.4	-8	-8	6	-1	98	-0.3	5
CC(=O)C1C(c2ccc(C)cc2)c2c(noc2C)CC1(C)O (configuration not stated)	102	1.2	-0.1	5	-4	1	-3	97	-0.2	5
CCOC(CCn1c(SCc2ccc([N+](=O)[O-])cc2)nc2ccccc2c1=O)OCC	94	1.3	-0.1	-8	-3	14	7	109	-0.4	-14
Cc1cccc(C(=O)NN2S(=O)(=O)c3ccccc3S2(=O)=O)c1	103	1.1	-0.3	-12	-4	-2	-5	103	-0.2	-3
N#Cc1ccc(CSc2nnc(COc3ccccc3)n2-c2ccccc2)cc1	98	0.87	0.1	11	0	nt	2	91	-0.2	17
c1ccc(-c2csc3ncn4nnnc4c23)cc1	99	1	1.0	-9	-1	14	1	102	0.0	0
CCc1ccc2c(c1)CCCN2C(=O)c1ccccc1C(=O)O	105	0.66	3.2	-16	-8	-27	-5	105	-0.2	0
COc1ccc(OC)c(CCNC(=O)Cn2sc3nc(C)cc(C)c3c2=O)c1	102	1.2	-1.4	3	-5	5	-2	102	1.3	2
Cn1c(CCCOc2ccc(Cl)cc2Cl)n[nH]c1=S	114	1.6	-0.2	1	1	52	-17	94	0.2	10
CCc1nn(C(C)C(=O)NCCN2CCN(c3cccc(C)c3C)CC2)c(=O)c2cc3occc3n12 (configuration not stated)	100	0.61	0.4	-7	-4	-6	-2	112	0.0	-8
COc1ccc(C2CC(=O)Nc3cc(C)c(C)cc32)c(OC)c1OC (configuration not stated)	96	1.1	0.0	-1	-2	0	4	90	0.0	15
N#CCC(=O)Nc1ccccc1C(=O)O	97	1.4	-0.6	4	-4	16	4	107	-0.1	-1
Clc1ccc(Cn2ccc(-c3ccc4c(c3)OCO4)n2)cc1Cl	104	1.4	1.7	4	2	-1	-4	105	-0.3	4

Rewritten as comma-separated lines: entries from further up.
SMILES,STAT1 activator,NF-kB neuron act,DTT redox prof,TLR4 MyD88 comp,HMGR II inh,APP 5'UTR act,STAT1 inh,STAT3 act,Hsp70 activator,STAT3 blocker
O=C(NNC1=NCCC1)c1cccc(S(=O)(=O)N2CCCC2)c1,107,0.92,-0.1,0,-6,25,-7,100,-0.2,0
COc1ccc(NC(=O)CSc2nnc(-c3cccnc3)n2Cc2ccco2)c(OC)c1,95,0.95,-0.5,-2,0,-1,4,104,-0.5,0
